ARNT TACC3 PPI: disruptors of ARNT/TACC3 protein interaction, primary screen, biochemical, AlphaScreen, single concentration. AlphaScreen His-ARNT PAS-B/GST-TACC3 binding, luminescence; TACC3 fragment carries E629A point mutation. Transforming acidic coiled-coil-containing protein 3 (Homo sapiens), Q9Y6A5. inhibition, % at 9.99 µM. actives 0.66% (n = 390,000);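 active = mean inhibition of replicates at least 50% and at least half of replicates each reaching 50%; inconclusive = half or more replicates reach 50% but mean below 50%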;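 also: 0% = complete ARNT plus TACC3 wells and 100% = ARNT alone without TACC3; many hits fall short of the cut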
RAD54 inh: inhibitors of human RAD54 branch migration, primary screen, biochemical, fluorescence, single point; DNA repair and recombination protein RAD54-like (Homo sapiens), Q92698; RAD54 Holliday junction branch migration, FAM/BHQ fluorescence; inhibition, % at 10.4 µM; actives 0.14% (n = 360,000); AID 602329, 2012;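 active = mean normalized replicate activity at least 40 and at least half of replicates scoring 40 or more; inconclusive = only one of the two criteria met; inactive = mean below 40 and under half of replicates reaching 40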;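 also: 0% = median of neutral control wells and 100% = median of positive control wells; inhibitors cause a drop in the FAM fluorescence signal; in these data hits start at about 50%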
RAD52 anneal inh: RAD52 DNA annealing inhibitors, primary screen, biochemical, FRET, single point, set 2. recombinant RAD52 DNA annealing, FRET fluorescence. inhibition, % at 18.7 µM. actives 0.46% (n = 360,000);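 active = every replicate showing at least 50% inhibition; inconclusive = mean inhibition at least 50% but not in every replicate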
Target sequence (P43351 whole entry, looked up): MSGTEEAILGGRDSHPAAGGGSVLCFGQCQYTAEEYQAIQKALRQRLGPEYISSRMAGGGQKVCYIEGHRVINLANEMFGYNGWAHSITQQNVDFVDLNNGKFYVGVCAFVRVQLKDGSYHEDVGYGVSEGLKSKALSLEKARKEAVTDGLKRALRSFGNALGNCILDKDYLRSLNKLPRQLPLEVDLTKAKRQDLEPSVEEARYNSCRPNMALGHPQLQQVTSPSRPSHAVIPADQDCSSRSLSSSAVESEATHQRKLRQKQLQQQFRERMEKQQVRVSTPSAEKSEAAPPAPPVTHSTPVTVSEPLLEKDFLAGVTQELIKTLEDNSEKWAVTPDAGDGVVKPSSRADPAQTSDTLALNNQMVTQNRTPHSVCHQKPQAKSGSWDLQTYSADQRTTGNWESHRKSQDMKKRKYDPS
XiGFP reactiv: activators of inactive X chromosome reactivation, primary screen, imaging, XiGFP fibroblasts, GFP high-content imaging, set 2 | AID 743238, 2013 | actives 0.055% (n = 360,000) | activation, % at 7.58 µM | XiGFP mouse fibroblasts, % GFP-positive cells imaging, 3 d; cells co-treated with 5-aza-dC sensitizer; scaled so ellipticine positive control = 100%;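 active = mean normalized replicate activation at least 10% and every replicate at or above 10%; inconclusive = only one of the two criteria met; inactive = mean below 10% and not all replicates reach 10%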;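 also: 0% = median of on-plate neutral control wells and 100% = ellipticine 6 µM median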
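assay system = SV40-immortalized XiGFP fibroblast cells, line 68-5-11 | buffer or medium = DMEM plus 5-aza-dC sensitizer | doses = single-point pinned compound dosing | times = 3-day compound exposure, then 15 min fixation at room temperature | benchmarks = positive control ellipticine, 6 µM final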
esBAF inh: Bmi1 luciferase reporter increase in mESCs, primary screen, esBAF inhibitor project, mouse ES cells, Bmi1 luciferase knock-in, single point; 24 h; 100% = twice the neutral-well signal; reporter increase, % at 12.5 µM; actives 2% (n = 350,000); in the data active = activation above about 40%; inconclusive = no clear call, values can overlap the other calls;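 also: 0% = median of the plate's neutral control wells and 100% = double that signal; a rise in the Bmi1 reporter signal indicates esBAF inhibition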
INS-1E GSIS act: GLuc luminescence reporter in INS-1E cells, primary screen for activators of glucose-dependent secretion of insulin; INS-1E GLuc reporter insulin secretion, 2-3 h; actives 0.61% (n = 370,000); activation, % at 16.6 µM; AID 743287, 2014;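 active = lowest replicate activation of at least 40%, so every replicate reaches that level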;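 also: 0% = median of neutral control wells and 100% = median of IBMX positive control wells; some compounds called inactive have numbers as strong as hits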
CFTR F508del cor: F508del CFTR correction, initial screen, CFBE line, single point; CFBE cells, YFP halide quenching; stimulated with forskolin plus potentiator P3; % fluorescence drop versus neutral controls; activity (quench increase), % at 7.58 µM; actives 0.36% (n = 350,000); AID 720511, 2013;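 active = mean added fluorescence quench of at least 8% versus neutral control, with both replicates also reaching 8%; inconclusive = only one of the mean or replicate conditions met; inactive = mean below 8% and not both replicates reaching 8%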;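 also: cells transiently co-express mutant CFTR-F508del with the halide-sensitive YFP; corrector assay measuring rescue of mutant channel to the surface after 24 h compound exposure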
ERAP1 inh: human ERAP1 aminopeptidase inhibitors, primary screen, biochemical, single point, plate reader | inhibition, % at 10.7 µM | recombinant ERAP1, Leu-AMC fluorescence, 60 min | actives 0.15% (n = 340,000) | Endoplasmic reticulum aminopeptidase 1 (Homo sapiens), Q9NZ08 | AID 652197, 2013;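 active = mean replicate inhibition of at least 30%, or all replicates individually reaching that 30% level; inactive = mean below 30% and not every replicate reaching it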;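 also: 0% = neutral control wells and 100% = L-leucinethiol positive control wells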
* hit, by the source's call; ? = inconclusive; / = no result given.

SMILES	ARNT TACC3 PPI	RAD54 inh	RAD52 anneal inh	XiGFP reactiv	esBAF inh	INS-1E GSIS act	CFTR F508del cor	ERAP1 inh
O=c1c2ccccc2ncn1CCOc1ccccc1[N+](=O)[O-]	-3.0	-3.6	-8.9	0.5	67.1*	4.9	-1.3	-0.9
COc1cccc(OCCNc2ccc([N+](=O)[O-])cn2)c1	/	0.4	-9.5	-0.1	-2.0	1.1	0.6	5.4
COc1ccc(NC(=O)N(C)C[C@@H]2Oc3ccc(NS(=O)(=O)c4c(C)noc4C)cc3CC(=O)N([C@H](C)CO)C[C@H]2C)cc1	/	-5.0	-4.4	-0.7	7.6	17.4	2.3	2.4
CCN(CC)c1ccc(C(=O)OCC(=O)Nc2cc(C)on2)cc1	-5.2	2.2	1.1	-0.1	-5.1	-13.0	-0.5	4.1
CC(=O)c1csc(COc2ccc(Cl)cc2)n1	-0.4	/	-2.4	-0.1	32.2	/	0.2	-3.6
COc1ccc(-c2cnc3c(c2)C(=O)N([C@@H](C)CO)C[C@H](C)[C@H](CN(C)C(=O)C2CCOCC2)O3)cc1	-2.2	4.0	6.1	-0.3	2.5	-3.0	0.6	-1.4
Fc1ccc(-c2csc(N3CCOCC3)n2)cc1	7.8	/	-9.9	0.1	/	-0.1	-0.6	1.9
Cc1cc(N/N=C/c2ccncc2)c([N+](=O)[O-])cc1[N+](=O)[O-]	-2.6	1.0	-4.1	0.2	-1.0	-2.5	-1.3	/
Cc1ccc(S(=O)(=O)NC2CC(C)(C)NC(C)(C)C2)cc1	3.4	-3.8	2.6	0.0	-4.8	6.3	-0.9	0.5
CCc1ccc(NC(=S)NCc2ccccc2)cc1	-8.6	/	-14.9	0.0	/	8.4	-0.7	-0.5
CC1CCN(C(=O)c2ccccc2NC(=O)Cc2ccccc2)CC1	-1.4	-14.6	-6.2	0.0	/	14.6	-0.2	-1.0
COc1cc2cc(C(=O)NC(C)c3cccc4ccccc34)c(N)nc2cc1OC (stereo not given)	/	/	-44.2	0.3	/	-9.3	3.5	/

Single values from the results shown.
O=c1c2ccccc2ncn1CCOc1ccccc1[N+](=O)[O-] | XiGFP reactiv: 0.5
COc1ccc(-c2cnc3c(c2)C(=O)N([C@@H](C)CO)C[C@H](C)[C@H](CN(C)C(=O)C2CCOCC2)O3)cc1 | ARNT TACC3 PPI: -2.2

Going on with the list.
SMILES	ARNT TACC3 PPI	RAD54 inh	RAD52 anneal inh	XiGFP reactiv	esBAF inh	INS-1E GSIS act	CFTR F508del cor	ERAP1 inh
CCOC(=O)c1ccc(NC(=O)c2ncn3c2C(=O)NC[C@H]3C)cc1	/	-8.3	-10.2	0.1	6.5	/	-2.9	-0.1
Cc1ccc(CNC(=O)c2cccnc2)cc1	/	6.0	-13.5	-0.1	/	6.0	0.2	2.3
COc1ccc(CN2C[C@@H](O)COC[C@@H]3O[C@@H](CC(=O)NCc4ccccc4Cl)CC[C@H]32)cc1	0.8	-9.6	16.3	0.2	0.6	-4.7	0.4	-2.5
CC(=O)c1cccc(NC(=O)N2CCCCCC2)c1	-2.4	8.4	-17.0	0.0	0.8	54.4	-2.8	-2.5
COc1ccc(NC(=O)CCN2CCN(c3ccccc3F)CC2)c(OC)c1	-0.2	3.5	-3.0	0.1	-1.6	5.3	0.9	-0.3
O=C(Nc1cc(N2CCOCC2)ncn1)c1ccc(F)cc1	-6.3	/	-3.9	0.0	/	8.9	-0.7	6.6
CC(C)[C@H](NC(=O)OC(C)(C)C)C(=O)N1CCC(C(=O)N[C@@H](C)C(=O)Nc2ccc(F)cc2)CC1	-3.9	-8.1	-8.2	0.1	4.4	-5.9	-0.1	-4.4
CCCOc1ccc(/C=N/NC(=O)c2ccc3c(c2)OCO3)c(OCCC)c1	/	0.8	-15.0	0.0	-0.3	-1.1	-2.4	-1.7
COc1cccc(N2C(=O)CC(Sc3nc(C)cc(C)n3)C2=O)c1 (stereo not given)	1.8	-4.9	-11.9	0.0	6.2	6.7	2.6	-5.4
Cc1c(NC(=S)NC(=O)c2ccc(Cl)cc2)c(=O)n(-c2ccccc2)n1C	1.7	-7.5	1.9	0.0	/	-9.5	0.4	/
COc1ccc(CCNC(=O)c2cccnc2Cl)cc1OC	1.6	/	4.8	0.2	/	8.0	-1.2	-5.4
Cc1ccc(C(=O)NNC(=O)c2ccc3c(c2)OCCO3)cc1	3.0	-6.3	-16.3	0.1	?	3.0	-2.1	1.5
CCc1ccc(NC(=O)CSc2nc3nc(C)cc(C)n3n2)cc1	0.6	4.1	-4.9	0.2	-5.4	-26.1	4.5	-4.0
COC(=O)NCC(c1ccco1)N1CCN(c2ccc(F)cc2)CC1 (stereo not given)	-41.2	/	-6.0	-0.1	/	-3.5	0.4	7.7
Cc1ccc2nc(SCC(=O)N3CCCC3)[nH]c2c1	-9.5	-0.5	/	/	25.6	17.1	/	/
CC(C)CC(=O)N1CC(C)N(C(=O)CC(C)C)CC1C (stereo not given)	/	/	-5.5	0.0	/	14.6	-2.7	1.2
Cc1ccc(C)c(C(=O)COC(=O)c2n[nH]c3ccccc23)c1	-2.8	/	-14.3	0.0	/	/	-2.5	-0.6
c1ccc2c(Nc3ccc(N4CCOCC4)cc3)nc(N3CCOCC3)nc2c1	1.9	39.5	32.7	0.0	4.2	1.1	-2.8	0.7
CCN1CCN(C(c2ccccn2)c2c(NC(=O)c3ccccc3)sc(C)c2C)CC1 (stereo not given)	14.7	4.2	/	/	16.4	-15.6	/	/
COc1cc(NS(=O)(=O)c2ccc(NC(=O)Cc3ccccc3)cc2)nc(OC)n1	5.1	0.1	-19.8	0.1	/	11.8	0.0	-1.0
COc1ccc(S(=O)(=O)N(C)C[C@H]2Oc3ccc(NC(=O)C4CC4)cc3CC(=O)N([C@H](C)CO)C[C@H]2C)cc1	1.9	-10.1	-11.4	0.1	-1.1	13.1	-0.1	-0.4
CN1CCN(CCCC(=O)c2ccc(C3CCCC3)cc2)CC1	5.0	/	68.1*	0.3	/	-5.2	/	1.7
O=C(Nc1ccc(F)c(Cl)c1)C1Cc2c(-c3ccc4c(c3)OCO4)ccnc2O1 (stereo not given)	/	7.4	6.5	-0.1	-4.2	-5.1	1.3	-3.4
CCOC(=O)/C=C1/SCC(=O)N1CC(=O)Nc1ccc2c(c1)CCC2	-3.4	-20.6	-316.0	-0.1	-3.7	/	4.6	1.6
CCOCCn1c(SCC(=O)OCc2ccccc2)nc2c1c(=O)[nH]c(=O)n2C	-4.4	-16.1	-21.5	0.1	-1.8	/	-0.3	1.4
COc1ccc(N(CC(=O)NCCC2=CCCCC2)S(=O)(=O)c2ccccc2)c(OC)c1	-22.6	3.3	-6.0	0.1	-7.5	-14.6	-4.7	-5.9
CN1C(=O)c2cc(NC(=O)c3cccc(F)c3)ccc2OC[C@@H]2O[C@H](CC(=O)O)CC[C@H]21	0.3	2.0	/	-0.1	2.2	1.3	-0.4	/
COc1ccc(CN2C[C@@H](O)COC[C@H]3O[C@H](CC(=O)N(C)C)CC[C@@H]32)cc1	-5.0	-2.4	1.4	-0.1	-1.1	7.4	-1.3	1.6
Cc1nn(C(=O)c2c(-c3ccccc3)noc2C)c(C)c1N=Nc1cc(C(F)(F)F)cc(C(F)(F)F)c1	-3.4	1.2	-13.3	0.0	-0.5	9.1	-2.4	-0.4
C/C=C/c1ccc2c(c1)O[C@@H](CN(C)C(=O)Nc1ccc(OC)cc1)[C@@H](C)CN([C@H](C)CO)S2(=O)=O	-0.8	-5.1	-13.8	0.0	0.2	-13.7	0.5	1.0
CS(=O)(=O)Nc1nc2n(n1)C(c1ccccc1)CC(c1ccccc1)N2 (stereo not given)	-9.6	-2.3	9.0	0.0	-5.9	12.6	-0.7	-1.2
COc1cc(OC)cc(C(=O)OCC(=O)NCc2ccc3c(c2)OCO3)c1	/	/	-10.3	0.0	/	2.5	-1.9	-0.2
CCN(CC)CC(=O)Nc1ccc(C)cc1C(=O)c1ccccc1	-3.0	/	-10.5	0.2	/	-9.9	-0.2	0.0
CCCN(C)C[C@H]1Oc2ncc(C#CCN(C)C)cc2C(=O)N([C@H](C)CO)C[C@@H]1C	0.5	-8.8	11.1	1.5	0.4	13.5	-3.2	-1.7
CCCCn1c(-c2ccccc2)nc2c(=O)n(C)c(=O)[nH]c21	2.4	4.8	/	/	-18.8	16.9	/	/
O=C(NC1CCC(c2ccccc2)CC1)c1cccnc1 (stereo not given)	-6.4	/	3.4	0.0	/	29.9	-0.8	-2.0

Structures listed so far that contain an aryl thioether with sulfur outside any ring, in the order listed:
SMILES	ARNT TACC3 PPI	RAD54 inh	RAD52 anneal inh	XiGFP reactiv	esBAF inh	INS-1E GSIS act	CFTR F508del cor	ERAP1 inh
COc1cccc(N2C(=O)CC(Sc3nc(C)cc(C)n3)C2=O)c1 (stereo not given)	1.8	-4.9	-11.9	0.0	6.2	6.7	2.6	-5.4
CCc1ccc(NC(=O)CSc2nc3nc(C)cc(C)n3n2)cc1	0.6	4.1	-4.9	0.2	-5.4	-26.1	4.5	-4.0
Cc1ccc2nc(SCC(=O)N3CCCC3)[nH]c2c1	-9.5	-0.5	/	/	25.6	17.1	/	/
CCOCCn1c(SCC(=O)OCc2ccccc2)nc2c1c(=O)[nH]c(=O)n2C	-4.4	-16.1	-21.5	0.1	-1.8	/	-0.3	1.4

(cont.)
SMILES	ARNT TACC3 PPI	RAD54 inh	RAD52 anneal inh	XiGFP reactiv	esBAF inh	INS-1E GSIS act	CFTR F508del cor	ERAP1 inh
Cc1ccc(S(=O)(=O)N2C[C@H]3C(=O)C[C@@H](c4ccccc4)N(S(=O)(=O)c4ccc(C)cc4)[C@H]3C[C@H]2c2cccs2)cc1	/	-6.8	-12.6	0.1	7.3	10.0	-0.1	0.8
CCCCCCCCN1C(=O)[C@H](CC(=O)NCCCOCCCC)C[C@@]2(C(=O)OC)CCCCC=C12	/	/	-13.8	0.0	/	10.6	1.4	-0.6
Cc1cc(C(=O)O)ccc1-c1ccc(/C=C2\SC(=O)N(CC(=O)Nc3ccc4c(c3)OCO4)C2=O)o1	-15.6	1.9	-258.9	0.5	1.4	3.3	1.7	-1.6
O=C(N[C@@H]1CC[C@H](CCn2cc(C3(O)CCCC3)nn2)O[C@@H]1CO)C1CCOCC1	-1.1	-3.0	-4.3	0.6	3.0	14.7	5.4	-3.3
Cc1cccc(NC(=O)CN2C(=O)N/C(=C/c3ccc(C)o3)C2=O)c1	-3.5	3.1	/	0.2	5.6	28.8	/	/
CCOc1ccccc1N1CCN(CC(=O)NC(C)c2ccccc2)CC1 (stereo not given)	-0.4	-11.5	-6.8	0.1	-1.2	2.1	0.4	-2.5
O=CN/C=C/c1cc(O)ccc1O	3.4	-19.7	-16.0	/	-0.3	/	1.6	5.4
CSc1ccc(/C=C/C(=O)N2CCCN(C)CC2)cc1	1.4	/	13.0	0.0	/	3.2	-0.2	2.5

Screening data (PubChem)
